# Assay outcomes from PubChem BioAssay.
# GPT2 inhibitor: blocks human glutamate pyruvate transaminase 2; Potency, µM (titrated, usually from 57.7 µM), for the others: at the top dose activity change, negative = inhibition, usual class: inhibitors; 0.25% of 100,000 active; Recombinant GPT2, coupled pyruvate oxidase/HRP Amplex Red fluorescence; Q8TD30; note: potency is the fitted concentration of half-maximal effect; nearly all actives have a fitted effect of over 60% in size; many of its hits are not listed in these tables
# Target sequence (Q8TD30 whole entry, looked up): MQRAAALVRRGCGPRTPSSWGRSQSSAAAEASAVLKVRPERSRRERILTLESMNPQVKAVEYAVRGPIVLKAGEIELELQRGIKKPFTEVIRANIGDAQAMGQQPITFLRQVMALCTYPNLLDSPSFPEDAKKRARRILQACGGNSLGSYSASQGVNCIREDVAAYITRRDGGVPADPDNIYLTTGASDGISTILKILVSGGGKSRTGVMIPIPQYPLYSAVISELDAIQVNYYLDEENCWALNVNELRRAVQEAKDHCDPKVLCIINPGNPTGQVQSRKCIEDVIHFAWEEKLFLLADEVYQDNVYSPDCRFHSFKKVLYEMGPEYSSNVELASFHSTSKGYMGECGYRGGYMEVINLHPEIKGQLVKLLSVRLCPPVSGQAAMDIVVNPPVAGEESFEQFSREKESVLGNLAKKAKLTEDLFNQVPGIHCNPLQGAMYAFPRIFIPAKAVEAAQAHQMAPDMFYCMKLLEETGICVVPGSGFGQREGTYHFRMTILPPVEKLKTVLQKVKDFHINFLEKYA
#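 GPT2 10ng/uL, a-KG 250uM, L-Ala 2mM, HEPES pH7.5 + 0.0001% Tween; 30 min RT. Then Amplex mix (PO/HRP/ThPP), 30 min RT dark, fluorescence. AOA 50uM used as positive control.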
# HEK cytotox: kills HEK 293 cells; Potency, µM (series often up to 115 µM), for the others: at the top dose activity change, negative = cytotoxicity, most hits filed as inhibitors; HEK 293 viability, ATP luminescence (CellTiter-Glo), 48-72 h; AID 1345083; 6.6% of 94,000 active; note: potency is the fitted concentration of half-maximal effect; nearly all actives have a fitted effect of over 60% in size
#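 Viability of HEK 293 cells, plated at 250 cells/well, was judged by cellular ATP after compound treatment for 48 or 72 hr. Luminescence was imaged 10 min after CellTiter-Glo addition at room temperature.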
# SNCA viab count: reduces viability of HEK-293 SNCA reporter cells; AID 1671193; HEK-293-SNCA-luc viability, GF-AFC fluorescence, 24 h; Potency, µM (series often up to 57.1 µM), for inactives: top-dose activity change, negative = cytotoxicity, most hits filed as cytotoxic; 0.12% of 150,000 active;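 note: potency is the fitted concentration of half-maximal effect; 0% = DMSO-treated cells and -100% = medium-only wells without cells; nearly all actives have a fitted effect of over 30% in size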
#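 HEK-293-SNCA-luc cells (1500/well) plated 24 h, then exposed 24 h to a dilution series; GF-AFC added 30 min at 37C, fluorescence 405/540 nm; normalised to medium-only and DMSO wells, Hill fit.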
# SNCA expr inhib: reduces expression of the alpha-synuclein gene | HEK-293 SNCA-luciferase knock-in, luminescence, 24 h | Potency, µM (top dose mostly 57.2 µM), without a hit: at the top dose activity change, negative = inhibition, most hits filed as inhibitors | 0.17% of 140,000 active | AID 1671194;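 note: potency is the fitted concentration of half-maximal effect; plate controls were DMSO cells for no effect and cell-free wells for full effect; nearly all actives have a fitted effect of over 45% in size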
# IP6K1 inhibitor: inhibitors of human IP6K1 | activity change, % (series mostly up to about 58 µM) | IP6K1 kinase, ADP-Glo luminescence, 2 h; hits give low values | 0.81% of 140,000 active; in the data active = activity change below about -25%
#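 ADP-Glo luminescence measures ADP made by human IP6K1 during a 2 h RT reaction with ATP/IP6 (mix at 1.3 mM/130 uM); top library doses 57.5 and 19.1 uM final.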
# FLuc inh: Photinus pyralis luciferase inhibition. P08659. purified P. pyralis luciferase, luminescence, biochemical. Potency, µM (titrated, usually from 115 µM), for inactives: at the highest dose activity change, negative = inhibition, usual class: inhibitors. 2.5% of 76,000 active. AID 1347043; note: potency is the fitted concentration of half-maximal effect; nearly all actives have a fitted effect of over 65% in size
# Target sequence (P08659 whole entry, looked up): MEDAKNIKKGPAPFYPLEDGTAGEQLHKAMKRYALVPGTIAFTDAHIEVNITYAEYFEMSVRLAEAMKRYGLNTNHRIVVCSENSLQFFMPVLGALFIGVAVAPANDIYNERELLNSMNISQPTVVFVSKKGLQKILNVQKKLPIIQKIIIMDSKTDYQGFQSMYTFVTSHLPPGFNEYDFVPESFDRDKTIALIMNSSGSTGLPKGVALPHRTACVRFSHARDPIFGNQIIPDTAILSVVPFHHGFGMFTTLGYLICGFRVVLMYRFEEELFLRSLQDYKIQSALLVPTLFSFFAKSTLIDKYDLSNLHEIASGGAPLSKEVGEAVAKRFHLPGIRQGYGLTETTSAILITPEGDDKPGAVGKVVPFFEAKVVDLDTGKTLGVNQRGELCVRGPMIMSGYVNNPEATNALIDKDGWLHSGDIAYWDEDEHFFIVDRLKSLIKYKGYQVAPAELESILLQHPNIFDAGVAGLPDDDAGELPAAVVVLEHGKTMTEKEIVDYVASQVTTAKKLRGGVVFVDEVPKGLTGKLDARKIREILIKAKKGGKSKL
#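 Cell-free enzyme assay, 10nM P. pyralis luciferase, luciferin and ATP each at 10uM. Inhibition profiled over a 6-point titration, read as luminescence.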
# NIH3T3 tox: NIH 3T3 cell cytotoxicity | 4.3% of 94,000 active | AID 1345082 | Potency, µM (highest dose often 96.7 µM), inactives show at the top dose activity change, negative = cytotoxicity, most hits filed as inhibitors | NIH 3T3 viability, CellTiter-Glo ATP luminescence, 48-72 h; note: potency is the fitted concentration of half-maximal effect; nearly all actives have a fitted effect of over 55% in size
#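 Mouse fibroblast NIH 3T3 cells, 400 per well, received compound via pintool and were incubated for 48 or 72 hr prior to CellTiter-Glo ATP luminescence measurement.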
# The depositor's hits bear a star; i = inactive; ? = inconclusive; . = not tested or not shown; [ ] = remark or other dose. Unless noted, calls come from the whole dose curve; as a rule, active = well fitted curve in the direction sought with a large enough effect; inconclusive = small, poorly fitted or top-dose-only effect, or another doubt; inactive = no such curve, though single readings can be large; an effect the other way counts as inactive or inconclusive. Unless noted, % is set by controls: 0 for no effect and ±100 for the full control effect. Rows were taken by chance; 7.7% or so of the library scored in one or more.
# A first look (4 entries):
SMILES,GPT2 inhibitor,HEK cytotox,SNCA viab count,SNCA expr inhib,IP6K1 inhibitor,FLuc inh,NIH3T3 tox
CC(=O)NCC1(COc2cnccn2)C[C@@H](O)[C@@H](O)C1 (some centres undefined),-1.2%[88.5 µM],-2.7%[230 µM],2.6%[87.6 µM],-20.6%[87.6 µM],3.0,5.8%[230 µM],3.0%[230 µM]
COc1ccc2c(c1)C(C[C@H]1CN(C(=O)C3CC3)CC[C@H]1CC(=O)O)=NCC2,-14.7%[88.5 µM],-8.3%[172 µM],9.5%[87.6 µM],-10.6%[87.6 µM],15.0,4.3%[172 µM],-16.6%[174 µM]
COc1nccnc1NC1CCN(C(=O)Cc2c(C)noc2C)CC1,i,1.2%,1.5%,-5.3%,-5.7,11.9%,-4.4%
COc1ccccc1C(=O)N1CCN(c2cc(-c3ccccc3)[nH]n2)CC1,i,?,1.0%,-2.5%,1.8,1.7%,-15.7%

# Results, from the first entry:
SMILES,GPT2 inhibitor,HEK cytotox,SNCA viab count,SNCA expr inhib,IP6K1 inhibitor,FLuc inh,NIH3T3 tox
CC(=O)NCC1(COc2cnccn2)C[C@@H](O)[C@@H](O)C1 (some centres undefined),-1.2%[88.5 µM],-2.7%[230 µM],2.6%[87.6 µM],-20.6%[87.6 µM],3.0,5.8%[230 µM],3.0%[230 µM]
COc1ccc2c(c1)C(C[C@H]1CN(C(=O)C3CC3)CC[C@H]1CC(=O)O)=NCC2,-14.7%[88.5 µM],-8.3%[172 µM],9.5%[87.6 µM],-10.6%[87.6 µM],15.0,4.3%[172 µM],-16.6%[174 µM]
COc1nccnc1NC1CCN(C(=O)Cc2c(C)noc2C)CC1,i,1.2%,1.5%,-5.3%,-5.7,11.9%,-4.4%
COc1ccccc1C(=O)N1CCN(c2cc(-c3ccccc3)[nH]n2)CC1,i,?,1.0%,-2.5%,1.8,1.7%,-15.7%
O=C(NCc1ccccn1)C1CCN(C(=O)c2ncn3c2COC(c2ccc(F)cc2)C3)CC1 (centres undefined),i,4.2%,-1.4%,17.5%,0.0,35.5µM*,-3.5%
CCn1ccc(C(=O)N2CC[C@@H]3COCCN(Cc4ccncc4)[C@@H]3C2)n1,i,-0.2%,-9.9%,-18.1%,-1.7,-4.8%,-26.9%
COCC(=O)NC[C@H]1O[C@H](Cc2cc(-c3ccc(OC)cc3)on2)CC[C@@H]1O,i,3.4%[172 µM],-7.6%[87.6 µM],21.9%[87.6 µM],4.8,-1.1%[172 µM],-1.8%[138 µM]
CC(C)CN1C(=O)c2cccn2CC1C(=O)N(C)Cc1cccnc1 (centres undefined),4.6%,-20.7%,-4.8%,2.0%,-1.6,-7.9%,-14.3%
C=CCO[C@@H]1C[C@H]2C(=O)Nc3ccc(-c4ccc(OC)cc4)cc3C(=O)N2C1,-2.3%[88.5 µM],?,-8.7%[87.6 µM],-9.4%[87.6 µM],-12.0,5.4%[172 µM],?
COc1ccc(-c2noc([C@@H]3C[C@H](NCc4ccc(N(C)C)cc4)CN3C)n2)cc1,i,35.5µM*,-20.2%[87.6 µM],-0.1%[87.6 µM],-2.6,63.1µM*,50.1µM*
Cc1nc(CN2C[C@H](C(=O)Nc3ccc(F)cc3)C[C@@H]2c2ccc(F)cc2)cs1,-5.5%[88.5 µM],100µM*,-24.5%[87.6 µM],-20.1%[87.6 µM],11.3,2.0%[172 µM],100µM*
COc1cccc(C)c1NC(=O)c1cccc(CN2CCCC(C)C2)c1 (centres undefined),-4.3%[11.5 µM],-11.7%,-1.7%,-8.3%,11.9,3.9%,-17.3%
COc1ccccc1C(=O)N1CCC(C(=O)N2CCCC2c2nc3ccncc3[nH]2)CC1 (centres undefined),-0.3%,-17.4%,4.4%,1.3%,21.8,.,-22.7%
CC(=O)N1CCN(c2nc3c(s2)CC(C(=O)NCC2CCCCC2)CC3)CC1 (centres undefined),i,?,-7.4%,35.7%,21.8,-3.0%,?
O=C(c1cnccn1)N1CCC(Oc2ccc3ncccc3c2)(C(=O)O)CC1,1.3%,-9.7%,0.5%,21.8%,-2.2,-1.6%,-1.5%
COC[C@@H]1CN(S(=O)(=O)Cc2ccccc2)C[C@H]1c1ccncc1,-5.2%,?,-2.4%,-26.3%,-1.7,-1.9%,-19.1%
COc1cc(Cl)ccc1-c1cccc(CCOc2cnc3c(ccn3CC(=O)O)c2)c1,2.9%[88.5 µM],?,-2.6%[87.6 µM],-9.2%[87.6 µM],-3.0,-4.5%[172 µM],?
Cc1ccn2c(Nc3ccc4c(c3)OCCO4)c(-c3ccc(C)s3)nc2c1,.,.,-10.5%,?,24.0,.,.
O=c1c2nc(-c3cccc(O)c3)ccc2ncn1C1CC1,0.3%[88.5 µM],-28.5%[230 µM],5.4%[87.6 µM],34.4%[activator][87.6 µM],1.5,?,63.1µM*
COC1C(=O)N(CC2CC2)C12CCN(S(=O)(=O)c1ccc3c(c1)OCCO3)CC2 (centres undefined),?,-25.4%,-10.5%,-4.6%,4.7,3.9%,-8.9%
CCc1cccc2c(C(CC(=O)NC(C)CC)c3cccc(OC)c3)c[nH]c12 (centres undefined),-13.3%,?,-2.1%,-2.4%,-10.1,0.0%,?
CC(C)N1CCN(c2ccc3nnc(C4CCC4)n3n2)CC1,i,0.4%,-1.3%,-12.2%,5.5,-4.7%,-4.4%
CN1CC(=O)N(c2ccccc2F)Cc2c(NCC3CCCCC3)ncnc21,4.0%,?,-9.5%,-0.6%,-8.3,-3.8%,?
N#Cc1ccc(CN2C[C@@H](CO)[C@H](c3ccncc3)C2)cc1,-2.9%,-17.6%,1.2%,-18.7%,-9.8,1.3%,-1.6%
CN(Cc1cccc(C(F)(F)F)c1)C(=O)Cc1cccc(Cl)c1,i,?,6.2%,8.4%,2.8,?,-19.7%
O=C(NC[C@H]1O[C@@H](CC(=O)N2CCN(c3ccccn3)CC2)[C@H](O)[C@@H]1O)c1ccco1,-2.8%[88.5 µM],-28.5%[172 µM],6.1%[87.6 µM],0.8%[87.6 µM],48.7,15.4%[172 µM],-21.5%[174 µM]
COc1cccc(NC(=O)N2CC[C@@H](CC(=O)O)[C@@H](CC3=NCCc4ccc(C(C)(C)C)cc43)C2)c1,-2.5%,-16.5%,0.9%,48.8%[activator],16.7,-12.1%,i
Cc1ccc(Cl)cc1NC(=O)Cn1cccc1-c1nc(-c2ccccc2)no1,-3.4%,3.5%,9.0%,-18.3%,11.0,-2.0%,i
O=C1CCN(C(=O)C2CCN(S(=O)(=O)c3ccc4c(c3)CCC4)CC2)CCCCCCN1,2.2%,2.2%,7.1%,26.0%,-5.1,-6.1%,-16.1%
CCc1nc(-c2ccc(OC3CCN(S(=O)(=O)Cc4ccccc4)C3)cc2)no1 (centres undefined),i,44.7µM*,-16.5%,44.0%[activator],13.0,?,?
COC1CN(c2cccc(F)c2)C12CCN(C(=O)c1cccc(C)c1)CC2 (centres undefined),3.2%,?,-11.8%,-7.4%,-3.8,.,?
CC1CCC2(C)C(CC(O)C(O)C23CO3)C1(C)CCC1=CC(=O)OC1O (centres undefined),3.0%[27.3 µM],.,-12.6%,.,7.7,.,.
O=C(O)C[C@@H]1CCN(C(=O)C2CC2)C[C@@H]1CCN1CCC(n2c(=O)[nH]c3ccccc32)CC1,0.6%,4.7%,1.9%,14.7%,5.7,1.1%,i
O=Cc1ccccc1-c1cccc(C(F)(F)F)c1,-0.3%[88.5 µM],-16.4%[172 µM],2.9%[87.6 µM],-1.3%[87.6 µM],-10.1,.,-17.1%[138 µM]
CCn1nccc1C(=O)N1C[C@@H](Oc2cccnc2)C[C@H]1C(=O)NC1CC1,i,-25.0%,3.9%,-8.4%,0.0,6.7%,-12.9%
COc1ncc(-c2ccc3nccc(-c4ccnnc4)c3c2)cc1NS(=O)(=O)c1ccc(F)cc1F,4.5%,.,?,27.8%,-15.9,.,.
CC(C)NC(=O)c1ccccc1OCC1CCCN(Cc2ccncc2F)C1 (centres undefined),i,?,1.5%,14.2%,4.0,15.1%,?
Cn1c(CN2CCC3(CCNCC3)C2)nc2ccccc21,2.7%,?,4.5%,26.4%,2.5,-8.3%,-11.5%
COc1ccc(NC(=O)N2CC[C@@H](CC(=O)O)[C@@H](CCN3CCOCC3)C2)cc1,?,-20.7%[172 µM],-7.2%[87.6 µM],121.5%[activator][87.6 µM],11.4,?,-13.1%[174 µM]
C=C(C)C(=O)O[C@H]1C[C@@](C)(O)C2(O)CCC(C)(/C=C3/OC(=O)C(COC)=C31)O2 (some centres undefined),i,.,14.7µM*,.,2.5,.,.
CCN1C(=O)CCc2cc(NC(=O)CC(C)C)ccc21,-8.2%,9.6%,5.6%,7.6%,7.3,-9.4%,-5.4%
COc1cccc(-c2cc(C(=O)N3CCN(C(C)=O)CC3)c3cnn(C)c3n2)c1,.,-18.6%,.,.,1.9,.,-17.5%
COc1ccccc1Nc1ccnc(N2CCC(C(=O)NCc3ccc(C(F)(F)F)cc3)CC2)n1,-10.7%,31.6µM*,?,?,11.2,.,?
COC(=O)C(C)Sc1nnc2cc(C)c3cc(C)cc(C)c3n12 (centres undefined),.,.,10.0%,4.4%,-9.5,.,.
Cc1ccc(CNc2ncnc3c2cnn3-c2ccc(Cl)cc2)cc1,.,.,0.1%,67.5%[activator],5.5,.,.
CCOc1ccc(-c2cc3c(=O)n(Cc4nc(-c5ccc(OCC)c(OC)c5)oc4C)ccn3n2)cc1Cl,.,.,-11.4%,4.2%,16.7,.,.
CC(C)CCNC(=O)NC1CCN(C(=O)N2CC3CC(C2)[C@H]2CCCC(=O)N2C3)CC1 (some centres undefined),-2.6%,19.5%,2.1%,13.5%,16.4,-0.4%,i
CCC(C(=O)Nc1cccc(C#N)c1)n1nc(-c2ccccc2)ccc1=O (centres undefined),.,.,-6.3%,-1.1%,-1.1,.,.
COC(=O)c1cc(NC(=O)c2nn(C)c3c2CSc2ccccc2-3)cc(C(=O)OC)c1,.,.,3.9%,15.1%,33.8,.,.
COc1ccc(C(=O)N2CCN(C(C(=O)O)c3ccc(F)cc3)CC2)cc1 (centres undefined),3.3%,-1.2%,9.4%,18.2%,-3.6,-12.7%,-18.5%
CC(=O)N1CCc2cc(Br)cc(S(=O)(=O)N3CCC(C(=O)Nc4ccc(C(C)C)cc4)CC3)c21,.,.,10.9%,-4.8%,4.8,.,.
O=C1CCCCC(C(=O)NCc2cccc(F)c2)N1 (centres undefined),1.4%,14.1%,-4.9%,-22.6%,12.0,3.1%,2.2%
COCCN1CCC(N2CCN(S(=O)(=O)Cc3cccc(Cl)c3)CC2)C1=O (centres undefined),i,-1.3%,0.1%,14.9%,8.3,-6.4%,-11.1%
COCCN1CCCN(C(=O)C2CC2)c2ccccc21,i,?,3.7%,2.5%,2.5,-10.7%,-25.2%
